PTHR1 agonist: PTHR1 (human) receptor agonism. HEK293 GP2 PTHR1 cells, GloSensor cAMP luminescence, 1 h. Potency, µM (highest dose often 115 µM), for the others: at the highest dose activation, usual class: activators. hit rate 0.075% among 410,000. AID 743266; note: potency is the fitted concentration of half-maximal effect; nearly all actives have a fitted effect of over 55% in size; some results filed as inactive show a strong effect at the top dose; inactives centre near -15; many of its hits are not listed in these tables
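HEK-293-derived GP2 cells expressing PTHR1 and a GloSensor cAMP reporter, 3,000/well, plated overnight, given luciferin plus IBMX (each 0.5 mM as added) for 1 h at 37 °C, then compound for 1 h at 37 °C. Luminescence was read after 15 min at room temperature.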
Mm-Cpn inhibitor: blocks the Methanococcus maripaludis chaperonin Mm-Cpn. purified Mm-Cpn ATPase, ADP Transcreener TR-FRET. Potency, µM (highest dose often 76.9 µM), inactives show at the top dose activity, negative = inhibition, actives largely listed as inhibitors. hit rate 0.031% among 330,000. AID 504842; note: potency is the fitted concentration of half-maximal effect; % is set by controls: 0 for no effect and ±100 for the full control effect; nearly all actives have a fitted effect of over 80% in size
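Measured: ADP formation by purified Mm-CPN. Conditions: 25 nM protein, 10 uM ATP, Tris pH 7.4 with Mg2+, K+ and DTT, 37°C for 30 min. Detection: Transcreener HTRF after 30 min at room temperature.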
pAkt inh: blocks phosphorylation of Akt; Neuro2A IGF-stimulated pAkt S473 HTRF, 20 min; active compounds read low; activity change, % for hits at 50 µM; hit rate 0.32% among 360,000; AID 651550; in the data active = activity change below about -80%; inconclusive = mostly about -51% to -80%; note: % is set by controls: 0 for no effect and ±100 for the full control effect
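Neuro2A cells in DMEM with 0.5% FBS, overnight at 37 deg C, given compound at single 50 µM final, then IGF (6 nM final) for 20 min at 37 deg C. Lysed; phospho-Akt Ser473 by HTRF after 24 h, 665/615 ratio.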
D3 ag: D3 dopamine receptor (human) agonism. D3R DiscoveRx beta-arrestin cells, luminescence, 90 min. max activation, %. hit rate 0.58% among 410,000; in the data active = max activation above about 30%; note: 0% is about no effect; mostly tested at two doses, the higher about 12 µM
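Agonist-mode cell screen: cells plated at 1500/well and incubated overnight at 37 °C, then exposed to library compounds for 90 min at 37 °C. Detection reagent was added for 30–60 min at room temperature, and luminescence was read.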
EPAC2 agonist: activates human EPAC2 exchange factor. EPAC2 activation, biochemical qHTS; response scale: 100% = 6.5 mM cAMP response. Potency, µM (top dose mostly 154 µM), inactives show top-dose activation, hits mostly activators. hit rate 0.079% among 360,000. AID 720711; note: potency is the fitted concentration of half-maximal effect; nearly all actives have a fitted effect of over 50% in size
Target sequence (Q8WZA2 whole entry, looked up): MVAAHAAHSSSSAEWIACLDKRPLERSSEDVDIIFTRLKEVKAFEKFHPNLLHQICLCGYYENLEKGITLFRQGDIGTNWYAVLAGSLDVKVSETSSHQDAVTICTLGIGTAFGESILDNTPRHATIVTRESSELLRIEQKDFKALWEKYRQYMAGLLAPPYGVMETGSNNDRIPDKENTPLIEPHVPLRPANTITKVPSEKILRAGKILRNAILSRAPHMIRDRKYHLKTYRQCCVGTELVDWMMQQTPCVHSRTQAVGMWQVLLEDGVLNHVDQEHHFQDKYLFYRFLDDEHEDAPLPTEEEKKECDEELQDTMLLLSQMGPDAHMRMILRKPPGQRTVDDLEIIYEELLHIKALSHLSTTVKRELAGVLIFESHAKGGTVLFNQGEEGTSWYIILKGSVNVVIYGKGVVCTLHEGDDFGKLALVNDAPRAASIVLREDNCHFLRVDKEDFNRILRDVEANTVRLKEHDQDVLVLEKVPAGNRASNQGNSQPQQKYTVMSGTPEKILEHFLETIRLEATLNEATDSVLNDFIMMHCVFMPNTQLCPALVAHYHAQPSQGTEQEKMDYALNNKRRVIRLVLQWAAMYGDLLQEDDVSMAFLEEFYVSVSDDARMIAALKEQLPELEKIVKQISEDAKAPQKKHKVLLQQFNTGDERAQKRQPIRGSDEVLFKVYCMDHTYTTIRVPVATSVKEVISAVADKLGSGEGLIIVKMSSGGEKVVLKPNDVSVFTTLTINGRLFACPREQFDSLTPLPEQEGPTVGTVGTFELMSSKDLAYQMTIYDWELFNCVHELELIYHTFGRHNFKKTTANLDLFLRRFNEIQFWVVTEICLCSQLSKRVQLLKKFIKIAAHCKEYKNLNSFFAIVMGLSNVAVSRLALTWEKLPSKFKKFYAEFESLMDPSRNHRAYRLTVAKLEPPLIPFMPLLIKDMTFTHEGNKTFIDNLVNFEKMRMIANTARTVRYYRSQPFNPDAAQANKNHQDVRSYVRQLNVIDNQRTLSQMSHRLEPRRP
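qHTS, titration series. 100 nM EPAC2 / 250 nM Rap1B-BODIPY-GDP / 50 uM GDP; RT; ex 480/em 540 nm, 5-min reads to 30 min. Norm. to 6.5 mM cAMP = activation.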
DRD3 antagonist: antagonists of human D3 dopamine receptor. P35462. D3R cells, DiscoveRx beta-arrestin luminescence, antagonist mode; active compounds read low. max response, negative = inhibition, %. hit rate 2.5% among 360,000; in the data active = max response below about -50%; inconclusive = no clear call, values can overlap the other calls; note: % is set by controls: 0 for no effect and ±100 for the full control effect; mostly tested at two doses, the higher about 12 µM
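Cells plated overnight at 1500 cells/well, then exposed to library compounds with dopamine controls for 90 minutes at 37 degrees C. DiscoveRx reagent added for 30–60 minutes at room temperature; luminescence read, quantitative HTS format.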
CCT modulator: changes cytosolic chaperonin activity; purified chaperonin ATPase assay, HTRF ADP detection, 30 min; activity change, % (no concentration beside the values), hits read low; hit rate 0.3% among 360,000; AID 651819; in the data active = activity change below about -30%; note: % is set by controls: 0 for no effect and ±100 for the full control effect
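First, chaperonin was dispensed at 40 nM or 20 nM final depending on batch activity. Next, compounds were pinned at 76 uM and ATP added at 10 uM. After 30 min at 37 °C, ADP detection reagents ran 30 min at ambient temperature.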
EPAC2 antag: blocks human EPAC2 exchange factor. AID 720708. EPAC2 GEF exchange of Rap1B-BODIPY-GDP, fluorescence. Potency, µM (top dose mostly 114 µM), for the others: at the top dose activity, negative = inhibition, actives largely listed as inhibitors. hit rate 0.18% among 360,000; note: potency is the fitted concentration of half-maximal effect; % is set by controls: 0 for no effect and ±100 for the full control effect; nearly all actives have a fitted effect of over 45% in size; many of its hits are not listed in these tables
Active calls of the source: *; i = inactive; ? = inconclusive; . = no result given; [ ] = dose if it differs, or a comment. Unless noted, calls come from the whole dose curve; as a rule, active = well fitted curve in the direction sought with a large enough effect; inconclusive = small, poorly fitted or top-dose-only effect, or another doubt; inactive = no such curve, though single readings can be large; an effect the other way counts as inactive or inconclusive.

canonical_smiles	PTHR1 agonist	Mm-Cpn inhibitor	pAkt inh	D3 ag	EPAC2 agonist	DRD3 antagonist	CCT modulator	EPAC2 antag
C/C=C/c1ccc(OCCCCNCc2ccco2)c(OC)c1	-13%	-1%	i	-7	-3%	-21	-2.7	4%
COc1ccc(CCN(C(=O)COc2ccccc2)c2nc(-c3ccccc3)cs2)cc1OC	i	-4%	i	2	-3%	13	1.6	11%
O=C(COC(=O)c1cccnc1)Nc1ccccc1	i	1%	i	-14	13%	-27	0.9	22%
Cc1ccc(S(=O)(=O)NCCc2cn3nc(C)c(C)nc3n2)cc1C	i	-3%	i	-4	-4%	3	-0.5	0%
Cc1nn(C)c(C)c1C1C(C#N)=C(N)OC2=C1C(=O)CC(C)(C)C2 (stereo not drawn)	i	0%	i	11	8%	11	-0.3	-2%
O=C1c2cc(F)ccc2-n2c1nc1ccccc1c2=O	-15%	1%	i	-5	5%	-5	-0.5	5%
COc1ccc(NC(=O)c2ccc(NC(=O)c3nc4nccc(C)n4n3)cc2)cc1	i	-5%	i	0	1%	-3	-1.5	3%
COC(=O)c1ccccc1S(=O)(=O)NC(=O)c1ccccc1	i	0%	i	-2	18%	-10	-2.4	-9%
Cc1ccccc1NC(=O)Cc1nnc(SCC(=O)N2CCOCC2)n1C	-21%	-3%	i	8	2%	7	-0.3	17%
N#CC(c1ccccc1)N(CCCCl)C(=O)c1ccccc1 (stereo not drawn)	-12%	1%	i	-1	19%	-5	-3.3	-5%[57.1 µM]
COCCCNc1nc2c(c(=O)[nH]c(=O)n2C)n1CC(O)COc1cccc(C)c1 (stereo not drawn)	i	1%	i	1	6%	-2	-2.8	-4%
COc1cccc(CNC(=O)[C@@H]2CCCN2C(=O)[C@H]2CCCCN2S(=O)(=O)c2ccc(OC)c(C)c2)c1	i	.	i	4	7%	9	-1.0	-16%
CCOC(=O)C(N)CSC1CC(=O)N(c2ccc(OC)cc2)C1=O (stereo not drawn)	-21%	1%	i	-2	10%	4	-1.7	28%
O=C(c1cn(Cc2ccccc2)nc1-c1cccnc1)N1CCc2ccccc2C1	-2%	-3%	i	10	6%	-5	-2.9	10%
CN1CCCN(Cc2ccc(Cl)cc2Cl)CC1	i	-3%	i	-34	8%	-78*	-1.6	2%
Cc1cc(NC(=O)C(C)SCC(=O)OC(C)C(=O)Nc2ccccc2C)no1 (stereo not drawn)	i	0%	i	6	3%	-4	-2.4	-4%
CC(=O)c1c(C)nc(C)nc1NC(=O)C(C)C	i	1%	-124%*	0	4%	4	-2.4	1%
Cc1c(Cl)cccc1NC(=O)NCc1ccc(C)n1C	-21%	0%	i	5	1%	14	-1.0	2%
CCC(c1nnnn1-c1ccc2c(c1)OCCO2)N1CCN(c2ccccn2)CC1 (stereo not drawn)	i	.	i	4	3%	45	1.1	4%
COCCNC(=O)c1onc(CSc2cccc(OC)c2)c1C(=O)NCCOC	i	0%	i	-3	7%	-25	-2.8	2%
CCN(c1cccc(C)c1)S(=O)(=O)c1ccc2[nH]c(=O)c(=O)[nH]c2c1	i	0%	i	12	6%	10	-2.8	7%
CCN(C(=O)Cn1cc(C(=O)C(=O)N2CCOCC2)c2ccccc21)c1ccccc1	0%	0%	i	3	1%	6	0.8	6%
Cn1cnnc1Sc1ccc(C(=O)NCCC23CC4CC(CC(C4)C2)C3)cc1[N+](=O)[O-]	i	-1%	i	-5	3%	-15	1.6	8%
CC1(OC(=O)CCc2ccccc2)C(=O)C=C2C=C(c3ccc(C#N)cc3)N(CCc3c[nH]c4ccccc34)C=C2C1=O (stereo not drawn)	?	-3%	i	-10	11%	-28	-3.0	13%
O=C(Nc1nc2c(s1)CCCC2)c1cccc(S(=O)(=O)N2CCCc3ccccc32)c1	-14%	?	i	1	8%	15	1.7	-14%
CC1CCCCN1C(=O)NC12CC3CC(CC(C3)C1)C2 (stereo not drawn)	-19%[57.5 µM]	0%	i	2	6%	14	-0.6	2%
CCOC(=O)c1c(N)sc(C(O)(C(F)(F)F)C(F)(F)F)c1-c1ccc(F)cc1	?	-1%	i	10	-19%	?	1.5	?
CC(=O)Oc1cc(C)cc2oc(=O)cc(-c3ccccc3)c12	i	-10%	i	0	3%	9	-0.5	?
COc1ccc(C2CC(c3ccc(Cl)cc3)=NN2c2ccc(S(N)(=O)=O)cc2)cc1 (stereo not drawn)	i	-10%	i	2	2%	5	-1.1	6%
CCOC(=O)c1c(-c2cccc(C)c2)csc1NC(=O)C1CC=CCC1C(=O)O (stereo not drawn)	i	0%	i	1	-2%	-22	-0.8	-2%

One compound at a time, from the list above. Order of values: PTHR1 agonist | Mm-Cpn inhibitor | pAkt inh | D3 ag | EPAC2 agonist | DRD3 antagonist | CCT modulator | EPAC2 antag
Cn1cnnc1Sc1ccc(C(=O)NCCC23CC4CC(CC(C4)C2)C3)cc1[N+](=O)[O-] in the list: i | -1% | i | -5 | 3% | -15 | 1.6 | 8%
Cc1ccccc1NC(=O)Cc1nnc(SCC(=O)N2CCOCC2)n1C in the list: -21% | -3% | i | 8 | 2% | 7 | -0.3 | 17%
CC1(OC(=O)CCc2ccccc2)C(=O)C=C2C=C(c3ccc(C#N)cc3)N(CCc3c[nH]c4ccccc34)C=C2C1=O (stereo not drawn) in the list: ? | -3% | i | -10 | 11% | -28 | -3.0 | 13%
COC(=O)c1ccccc1S(=O)(=O)NC(=O)c1ccccc1 in the list: i | 0% | i | -2 | 18% | -10 | -2.4 | -9%
O=C(COC(=O)c1cccnc1)Nc1ccccc1 in the list: i | 1% | i | -14 | 13% | -27 | 0.9 | 22%

Further structures.
canonical_smiles	PTHR1 agonist	Mm-Cpn inhibitor	pAkt inh	D3 ag	EPAC2 agonist	DRD3 antagonist	CCT modulator	EPAC2 antag
CCOC(=O)N1CCC(n2c(SCC(=O)N3CCCC3)nc3ccccc3c2=O)CC1	-3%	-2%	.	2	4%	22	-1.1	-8%
O=C(CCC(=O)OCCCC(F)(F)C(F)(F)F)Nc1ccccc1	-17%[57.5 µM]	1%	i	-16	-10%	19	-0.8	-16%
Cn1c(CCC(=O)O)nc2cc(S(=O)(=O)N3CCCCC3)ccc21	-1%	1%	i	0	9%	9	-2.2	1%
O=C(COC(=O)c1cc(=O)[nH]c2ccccc12)Nc1nccs1	i	1%	i	-4	1%	24	-1.3	10%
COc1ccc(N2C(=O)/C(=C/c3cccnc3)NC2=S)cc1	-6%	0%	i	2	-5%	3	-3.0	8%
CCc1ccc(OC(C)C(=O)N(Cc2ccco2)C2CCS(=O)(=O)C2)cc1 (stereo not drawn)	-13%	-1%	i	-1	-4%	-25	2.0	-10%
O=C1CNC(=O)/C(=C/c2ccco2)N1	22%	-2%	i	-11	8%	-27	-4.1	12%
Cc1cc(C(=O)c2cccs2)c(N)s1	i	-1%	i	12	-1%	-15	-4.5	-1%
Cn1nc(-c2ccc(N3CCOCC3)c(NS(=O)(=O)c3ccccc3)c2)c2ccccc2c1=O	i	-1%	i	9	12%	9	-1.9	-5%
Cc1ccc(S(=O)(=O)N(C)C)cc1-n1c(SCC(=O)Nc2ccccc2)nc2ccccc2c1=O	i	0%	i	-2	9%	13	0.0	-8%
O=C(COc1ccc2oc3c(c2c1)CCCC3)Nc1ccccn1	-3%[57.5 µM]	-2%	i	-1	1%	17	-0.6	7%
Cn1c(C(=O)O)c(CC(=O)Nc2ccc3c(c2)OCCO3)c2ccccc21	i	0%	i	0	9%	-11	-3.6	-4%
CCCCNS(=O)(=O)c1ccc(OC)c(Cl)c1Cl	-50%[inhibitor]	-1%	.	1	1%	?	1.3	8%
CCCCCC(=O)N1C[C@@H](O)[C@H](n2cc(C3CC3)nn2)C[C@@H]1c1ccc(OC)cc1	-6%	.	i	3	-6%	17	1.1	11%
CCOC(=O)C1(Cc2cccc(F)c2)CCN(C2CCOCC2)CC1	i	0%	i	1	15%	-17	-2.2	-28%
O=C(OCC(=O)N1CCN(C(=O)c2ccco2)CC1)c1ccccc1O	i	2%	i	-5	1%	4	-2.1	0%
CCOC(=O)Cc1csc(N)n1	i	2%	i	14	8%	1	-1.4	-2%
Cc1cc(C(=O)NCc2ccccc2)c(=O)[nH]c1C	-11%	0%	.	-3	0%	-17	0.8	2%
O=C(Nc1cccc(S(=O)(=O)NC2=NCCC2)c1)c1ccc(C(F)(F)F)cc1	-40%	-7%	i	-5	-5%	-18	-0.9	15%

Bioassay records as filed in PubChem BioAssay.

The list is partial; rates above refer to the full screens.
